FBW7 activator = activators of human E3 ligase FBW7; Q969H0; AID 1259310; hit rate 0.13% among 650,000; normalized activity (activation), % at 26.1 µM; AlphaScreen FBW7–phospho-cyclin E peptide binding, activator screen; in the data active = normalized activity above about 1.9%;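 also: purified mutant Fbw7 with reduced substrate affinity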
TEAD-YAP inh = TEAD-YAP interaction inhibition. HEK-TIYL cells, TEAD-Gal4/YAP UAS-luciferase luminescence. inhibition, % at 9.12 µM. hit rate 1.4% among 640,000. AID 1259422; in the data active = inhibition above about 32%;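 also: 0% = median of test compound wells and 100% = reference inhibitor wells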
MITF inh = inhibitors of human MITF; O75030; AlphaScreen MITF homodimerization, bead proximity signal; inhibition, % at 2.6 µM; hit rate 0.91% among 650,000; in the data active = inhibition above about 50%;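 also: 0% = vehicle wells with protein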
Target sequence (O75030 whole entry, looked up): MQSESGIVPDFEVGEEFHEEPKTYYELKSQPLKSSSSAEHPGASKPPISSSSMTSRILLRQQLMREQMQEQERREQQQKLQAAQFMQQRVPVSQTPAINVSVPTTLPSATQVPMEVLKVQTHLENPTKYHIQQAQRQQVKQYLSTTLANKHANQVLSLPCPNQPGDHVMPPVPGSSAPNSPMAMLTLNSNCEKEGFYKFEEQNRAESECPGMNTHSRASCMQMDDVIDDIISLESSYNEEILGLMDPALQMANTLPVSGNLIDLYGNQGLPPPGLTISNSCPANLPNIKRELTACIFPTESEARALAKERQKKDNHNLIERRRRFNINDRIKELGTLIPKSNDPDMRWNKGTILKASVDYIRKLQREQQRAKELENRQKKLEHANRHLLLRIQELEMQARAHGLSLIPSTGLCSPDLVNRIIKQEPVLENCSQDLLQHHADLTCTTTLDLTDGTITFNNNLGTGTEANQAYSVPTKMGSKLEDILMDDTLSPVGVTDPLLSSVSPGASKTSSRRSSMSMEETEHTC
GPR151 ag = activators of human GPR151. hit rate 1% among 650,000. Q8TDV0. PathHunter beta-arrestin GPR151 cells, luminescence. AID 1508602. activation, % at 11.2 µM; in the data active = activation above about 4.9%;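 also: 0% = median of compound wells and 100% = cells with positive control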
Target sequence (Q8TDV0 whole entry, looked up): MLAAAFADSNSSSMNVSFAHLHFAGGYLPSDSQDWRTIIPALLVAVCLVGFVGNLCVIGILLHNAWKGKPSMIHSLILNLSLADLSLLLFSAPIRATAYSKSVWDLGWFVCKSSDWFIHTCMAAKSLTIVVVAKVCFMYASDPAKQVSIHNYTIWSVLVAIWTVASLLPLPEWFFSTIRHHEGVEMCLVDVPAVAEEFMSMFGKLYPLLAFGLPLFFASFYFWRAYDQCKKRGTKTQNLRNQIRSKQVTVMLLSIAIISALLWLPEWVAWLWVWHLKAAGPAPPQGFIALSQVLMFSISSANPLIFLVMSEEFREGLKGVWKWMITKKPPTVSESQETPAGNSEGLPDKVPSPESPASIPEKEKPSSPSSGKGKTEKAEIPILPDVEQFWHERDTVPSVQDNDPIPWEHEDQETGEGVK
Numbers without * were called inactive.

Short keys: A = FBW7 activator; B = TEAD-YAP inh; C = MITF inh; D = GPR151 ag
COc1cc(C2CC(=O)c3c(ccc4ccccc34)N2)ccc1OCc1ccccc1 (stereo not given)
  A = 0.0; B = -15; C = 18; D = 0.2
CC1=CC(C)(C)N(S(=O)(=O)c2ccc(F)cc2)c2ccccc21
  A = -0.2; B = 13; C = -9; D = 2.5
COc1cccc(OC)c1C(=O)Nc1ccc(N2CCN(S(C)(=O)=O)CC2)cc1
  A = -0.2; B = 10; C = -1; D = -0.5
CCOC(=O)C1=C(C)N=c2s/c(=C\c3ccc(-c4ccc(C)c([N+](=O)[O-])c4)o3)c(=O)n2C1c1cccs1 (stereo not given)
  A = -0.2; B = -8; C = -7; D = 1.5
CC(C)CCC(=O)NCC1Cc2cc(Cl)cc(-c3cnccn3)c2O1 (stereo not given)
  A = 0.1; B = -1; C = 7; D = 0.6
C=CCn1c(/C=C(/C(=O)Oc2ccccc2)c2ccccc2)nc2ccccc21
  A = -0.1; B = 0; C = 6; D = 2.2
CCNCCNC(=O)c1c(O)c2ccccc2[nH]c1=O
  A = 0.2; B = 0; C = 17; D = -0.1
CCCCN(CCCC)S(=O)(=O)c1ccc2c(c1)CCN2C(=O)CCC(=O)O
  A = 0.1; B = -1; C = 15; D = 0.8
CCOc1ccc(C(=O)Nc2cccc(-c3nc4ncccc4o3)c2)cc1Br
  A = 0.1; B = 2; C = 14; D = -0.1
COC(=O)c1ccc(N2CCOCC2)c(F)c1
  A = -0.1; B = -12; C = 1; D = 2.9

Molecules above that contain nitrogen in an aromatic ring (five):
Short keys: A = FBW7 activator; B = TEAD-YAP inh; C = MITF inh; D = GPR151 ag
CCOC(=O)C1=C(C)N=c2s/c(=C\c3ccc(-c4ccc(C)c([N+](=O)[O-])c4)o3)c(=O)n2C1c1cccs1 (stereo not given)
  A = -0.2; B = -8; C = -7; D = 1.5
CC(C)CCC(=O)NCC1Cc2cc(Cl)cc(-c3cnccn3)c2O1 (stereo not given)
  A = 0.1; B = -1; C = 7; D = 0.6
C=CCn1c(/C=C(/C(=O)Oc2ccccc2)c2ccccc2)nc2ccccc21
  A = -0.1; B = 0; C = 6; D = 2.2
CCNCCNC(=O)c1c(O)c2ccccc2[nH]c1=O
  A = 0.2; B = 0; C = 17; D = -0.1
CCOc1ccc(C(=O)Nc2cccc(-c3nc4ncccc4o3)c2)cc1Br
  A = 0.1; B = 2; C = 14; D = -0.1

The results go on.
Short keys: A = FBW7 activator; B = TEAD-YAP inh; C = MITF inh; D = GPR151 ag
CCOC(=O)CCc1nc2ccc(O)cc2[nH]1
  A = 1.3; B = -4; C = 19; D = -2.2
CCN(CC)C(c1ccc(F)cc1)c1nnnn1CC1CCCO1 (stereo not given)
  A = 0.2; B = 11; C = 3; D = -0.8
Oc1oc(-c2ccc(Br)cc2)nc1C=Nc1ccc2ccccc2c1
  A = -0.1; B = 6; C = 7; D = -0.3
O=C(C[n+]1cc(Br)cc(Br)c1)c1ccccc1
  A = 0.0; B = 4; C = 8; D = 1.6
Cc1csc(NC(=O)CSc2nnc3n(C4CCCC4)c(=O)c4ccccc4n23)n1
  A = 0.0; B = -4; C = -2; D = -1.0
CCN1CCC(NCc2ccc(C(F)(F)F)cc2)CC1
  A = 0.0; B = 8; C = 3; D = 2.7
CN(C)S(=O)(=O)c1ccc(C(=O)Nc2nc(-c3nc4ccccc4s3)cs2)cc1
  A = -0.1; B = 1; C = 1; D = 1.6
COc1ccc(C)cc1NC(=O)N(CC1CC1)C1CCN(c2nc(C)cc(C)n2)CC1
  A = 0.0; B = -4; C = 11; D = 2.9
O=C(Nc1cccc(OC(=O)C2C3CCCCC32)c1)C1C2CCCCC21 (stereo not given)
  A = 0.0; B = 4; C = 5; D = -0.3
O=C(CCCC(=O)Nc1ccc(Cl)cc1)Nc1ccc(Cl)cc1
  A = -0.1; B = 5; C = -1; D = 14*

Next section
Short keys: A = FBW7 activator; B = TEAD-YAP inh; C = MITF inh; D = GPR151 ag
N/C(=N\O)c1cccc(COc2ccc(Cl)cc2)c1
  A = 0.0; B = -27; C = 6; D = -1.8
CC(=O)c1ccc(N=Cc2nc(-c3ccccc3)oc2O)cc1
  A = 0.2; B = -36; C = 17; D = -0.4
CCOC(=O)Cc1ccc(N(Cc2ccc(F)cc2)S(=O)(=O)c2ccc(C(C)C)cc2)cc1
  A = 0.1; B = 6; C = 6; D = 0.7
COc1ccccc1N(CC(=O)Nc1ccc(S(=O)(=O)N2CCCCC2)cc1)S(=O)(=O)c1ccc(C)cc1
  A = 0.0; B = 3; C = 8; D = 0.4
Cc1ccc(NC2=NC3(CCCCC3)N=C(N)N2)cc1C
  A = 0.0; B = 0; C = 10; D = 0.5
CN(Cc1ccccc1)c1ncnc2scc(-c3ccccc3)c12
  A = 0.1; B = -10; C = -10; D = 0.1
CCc1cccc(C)c1NC(=S)N(Cc1cccc(Br)c1)CC1CCC(C(=O)O)CC1 (stereo not given)
  A = 0.3; B = 10; C = 11; D = 0.0
CN(C)C(CNC(=O)c1ccc2c(c1)S(=O)(=O)c1ccccc1C2=O)c1ccccc1 (stereo not given)
  A = 0.3; B = 2; C = 17; D = 1.5
CC(=O)NC1(c2ccccc2F)CCN(C(=O)c2c(F)cccc2F)CC1
  A = -0.1; B = -1; C = -65; D = 0.9
COCCCn1c(C(=O)Nc2ccccc2C)cc2c(=O)n3ccccc3nc21
  A = 0.1; B = 8; C = 6; D = 0.0

Profiles from above.
Listed for CN(Cc1ccccc1)c1ncnc2scc(-c3ccccc3)c12 : FBW7 activator = 0.1; TEAD-YAP inh = -10; MITF inh = -10; GPR151 ag = 0.1
Listed for CCNCCNC(=O)c1c(O)c2ccccc2[nH]c1=O : FBW7 activator = 0.2; TEAD-YAP inh = 0; MITF inh = 17; GPR151 ag = -0.1

Going on with the list.
Short keys: A = FBW7 activator; B = TEAD-YAP inh; C = MITF inh; D = GPR151 ag
CNC(=O)CN(c1cc([N+](=O)[O-])ccc1C)S(C)(=O)=O
  A = 0.1; B = 5; C = 18; D = 0.7
COC(=O)c1ccc(COC(=O)c2cccc(C)c2)cc1
  A = 0.3; B = 5; C = 3; D = -1.2
CCOc1ccc(-n2c(=S)sc3c(=O)n(-c4ccccc4)c(SCC(=O)NCc4ccco4)nc32)cc1
  A = -0.1; B = -6; C = 2; D = -0.3
N#Cc1ccccc1COc1ccc(C=C2C(=O)NC(=S)NC2=O)cc1Br
  A = 0.3; B = -41; C = 16; D = -0.7
CC(=O)OC1c2ccccc2C(=O)N1Cc1cccs1 (stereo not given)
  A = -0.1; B = -2; C = 0; D = 1.3
COc1cccc(-c2nc(CS(=O)(=O)CC(=O)Nc3cc(C)cc(C)c3)c(C)o2)c1
  A = -0.1; B = 7; C = 13; D = -0.3
COc1cccc2cc(-c3nnc(Nc4ccc(Cl)cc4Cl)s3)c(=O)oc12
  A = -0.1; B = -3; C = 1; D = 0.7
C/C(=C\C1=NC(C)(C)Cc2ccccc21)NO
  A = -0.1; B = 6; C = 9; D = -0.8
Cc1ccc2c(c1)-c1c(ssc1=Nc1ccc(S(=O)(=O)Nc3nccc(C)n3)cc1)C(C)(C)N2
  A = 0.1; B = -10; C = 11; D = -0.9
CCOc1ccc(C(=O)NC(C)C(c2cccs2)N2CCOCC2)cc1 (stereo not given)
  A = -0.1; B = -6; C = 15; D = -0.8

Going on with the list:
Short keys: A = FBW7 activator; B = TEAD-YAP inh; C = MITF inh; D = GPR151 ag
COc1ccc(CN2CCN(c3ncnc4scc(-c5ccc(F)cc5)c34)CC2)cc1F
  A = 0.1; B = -11; C = -4; D = -0.3
COc1cc(/C=N/N2C(=O)NC3(CCCCC3)C2=O)cc(OC)c1OC
  A = -0.1; B = -9; C = 6; D = 1.5
CCOc1ccc(S(=O)(=O)Nc2ccc(C)cc2)cc1
  A = 0.0; B = 2; C = -9; D = -0.8
COc1ccc2nc(Nc3ccc(F)cc3F)sc2c1
  A = 0.0; B = -67; C = -1; D = 0.8
CCn1c(/C(C#N)=C/c2ccc(Br)cc2)nc2ccccc21
  A = 0.0; B = -9; C = 7; D = -0.3
O=C(NC1CCCCC1)c1cc(N2C(=O)CCC2=O)ccc1Cl
  A = -0.1; B = -6; C = -6; D = -0.1
Cc1cccc(NC(=O)C2C3C=CC4(O3)C2C(=O)N(C2CCCCCC2)C4C(=O)NC2CCCCC2C)c1 (stereo not given)
  A = 0.1; B = 6; C = 12; D = 0.6
CCNC(=O)c1c(NC(=O)c2cccs2)sc2c1CCCC2
  A = 0.2; B = 6; C = -4; D = -1.0
O=C1/C(=C/c2ccccc2)N=C(c2ccccc2)N1c1cccc(C(F)(F)F)c1
  A = 0.3; B = 5; C = 12; D = -0.4
COc1cc2c(cc1OC)C(C(=O)O)C(c1sccc1C)N(C)C2=O (stereo not given)
  A = 0.1; B = 5; C = -3; D = 0.4

Additional structures:
Short keys: A = FBW7 activator; B = TEAD-YAP inh; C = MITF inh; D = GPR151 ag
CC(=O)Nc1ccc(C(=O)NNC(=O)C(C)Oc2ccc(Cl)cc2Cl)cc1 (stereo not given)
  A = -1.2; B = -5; C = 4; D = 0.2
COc1cccc(C(C)N(C)C(=O)CCc2nnc(Cc3c[nH]c4ccccc34)o2)c1 (stereo not given)
  A = 0.2; B = 0; C = 10; D = 0.3
N#C/C(=C\c1ccc(-c2cccc([N+](=O)[O-])c2)o1)C(=O)Nc1ccccc1O
  A = -0.1; B = 0; C = -6; D = 0.0
CCOc1ccccc1CNC(=O)C1CCCN(c2nn3c(=O)cc(C)nc3s2)C1 (stereo not given)
  A = 0.1; B = 2; C = -10; D = -1.8
Cc1c(Cl)cccc1NC(=O)CCC(=O)N/N=C1\CC(=O)CC(C)(C)C1
  A = 0.1; B = -1; C = 18; D = -0.7
Cc1ccc(N2NC(=O)/C(=C/c3cccc([N+](=O)[O-])c3O)C2=O)cc1C
  A = 0.1; B = 7; C = 18; D = -0.1
CCOc1ccc(N2C(=O)CC(Nc3ccc(OC)cc3)C2=O)cc1 (stereo not given)
  A = 0.0; B = -10; C = -7; D = -0.6
O=C(c1nc2nc(-c3cccs3)cc(C(F)(F)F)n2n1)N1CCCCC1
  A = 0.9; B = -3; C = 1; D = -1.4
O=C1S/C(=C/c2ccccc2O)C(=O)N1c1ccccc1
  A = 0.1; B = -8; C = -3; D = -0.4
COc1ccc(NC(=S)Nc2ncccc2C)c(OC)c1
  A = 0.5; B = -29; C = 21; D = -0.1

Continued, overlapping the part above by 2 compounds.
Short keys: A = FBW7 activator; B = TEAD-YAP inh; C = MITF inh; D = GPR151 ag
O=C1S/C(=C/c2ccccc2O)C(=O)N1c1ccccc1
  A = 0.1; B = -8; C = -3; D = -0.4
COc1ccc(NC(=S)Nc2ncccc2C)c(OC)c1
  A = 0.5; B = -29; C = 21; D = -0.1
O=C(Nc1ccc(Cl)c2ncsc12)c1ccc(Cl)cc1
  A = 0.9; B = -59; C = 16; D = -1.0
CCn1nccc1C(=O)N(Cc1ccccc1)c1nc2c(F)cc(F)cc2s1
  A = 1.0; B = -7; C = 11; D = -0.5
COc1cccc(C=C2C(=O)c3ccccc3C2=O)c1
  A = -0.1; B = 4; C = -4; D = -0.9
COc1ccc(CCNC(=O)c2cccc(N3CCC(N4CCOCC4)CC3)n2)cc1
  A = -0.2; B = 1; C = 2; D = -1.9
Cc1cc(C)nc(NNS(=O)(=O)c2c(F)cc(F)cc2Br)n1
  A = -0.1; B = -16; C = -8; D = -1.3
CC(C)Cc1ccc(S(=O)(=O)N2CCCC(C)C2)cc1 (stereo not given)
  A = 0.1; B = 13; C = -3; D = 1.5
Cc1noc(C)c1S(=O)(=O)N(C)CC(=O)Nc1ccc(F)cc1
  A = 0.1; B = -4; C = 3; D = 0.0
CC1=C(C#N)c2nc(N)c(C#N)c(C)c2/C1=C\c1ccc(-c2ccc(Cl)cc2)o1
  A = -0.1; B = 4; C = -4; D = -1.3
O=C(/C=C/c1cccs1)N(Cc1ccncc1)c1nc2c(F)cccc2s1
  A = 0.1; B = -7; C = -13; D = -1.7
CCc1ccccc1-n1cnc2cc(C(=O)NCc3ccccc3Cl)ccc21
  A = -0.1; B = 8; C = 8; D = 0.7
CS(=O)(=O)N(CC(=O)N1CCCCC1)c1cc(C(F)(F)F)ccc1Cl
  A = 0.1; B = -1; C = 1; D = -1.2
C/C(=N\Nc1nc2ccccc2[nH]1)c1cccs1
  A = -0.3; B = -18; C = 7; D = -3.1
N#C/C(=C\c1cccc(Br)c1)c1nc2ccccc2c(=O)[nH]1
  A = 0.3; B = 3; C = 3; D = 1.6

Bioassay records (PubChem)
